# Bioassay records (PubChem BioAssay)
# BAZ2B block: qHTS Assay for Inhibitors of BAZ2B. AlphaScreen BAZ2B-H3K14Ac peptide displacement. hit rate 4.4% among 360,000. Potency, µM (doses to about 114 µM), inactives show at the top dose activity change, negative = inhibition, usual class: inhibitors; further: potency means the concentration at half of the fitted maximal effect; on the % scale 0 is the no-effect control and ±100 the full control effect; nearly all actives have a fitted effect of over 60% in size
#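 Compounds, titrated to a top concentration of 110 uM, were incubated 30 min at room temperature with preformed BAZ2B/acetyl-K14 H3 peptide complex (50 nM each). Proximity signal was measured by AlphaScreen after 20 min with beads.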
# GLS inhibitor: qHTS for Inhibitors of Glutaminase (GLS). Glutaminase kidney isoform, mitochondrial (Homo sapiens), O94925. GLS enzymatic activity, qHTS titration. Potency, µM (titrated, usually from 45.5 µM), without a hit: at the highest dose activity change, negative = inhibition, actives largely listed as inhibitors. hit rate 0.21% among 410,000; further: potency means the concentration at half of the fitted maximal effect; on the % scale 0 is the no-effect control and ±100 the full control effect
#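 hKGA in 45 mM KH2PO4 pH 8.2, 0.02% Tween-20 with pin-transferred compounds; 1 mM L-glutamine (stock) plus glutamate oxidase/HRP/Amplex Red coupling added. Fluorescence read initially and after 30 min at RT.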
# G9a inh: qHTS Assay for Inhibitors of Histone Lysine Methyltransferase G9a; G9a H3K9 monomethylation, AlphaScreen, 2 h; hit rate 8.8% among 350,000; Potency, µM (titrated, usually from 102 µM), for inactives: at the highest dose activity, negative = inhibition, most hits filed as inhibitors; Histone-lysine N-methyltransferase EHMT2 (Homo sapiens), Q96KQ7; further: potency means the concentration at half of the fitted maximal effect; on the % scale 0 is the no-effect control and ±100 the full control effect; nearly all actives have a fitted effect of over 75% in size
#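 Compounds were preincubated with 20 nM G9a for 15 min, after which biotinylated H3K9 peptide (500 nM) and SAM (20 uM) started a 2 h room-temperature reaction. Monomethylated product was quantified by antibody-based AlphaScreen chemiluminescence.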
# PI4K2A inh: qHTS for small molecular inhibitors of PI4K2A; AID 1346378, 2018; activity change, negative = inhibition, % at 76.9 µM; Phosphatidylinositol 4-kinase type 2-alpha (Homo sapiens), Q9BTU6; hit rate 0.13% among 420,000; purified PI4K2A, ADP-Glo luminescence, 1 h; hits give low values; in the data active means activity change below about -50%; inconclusive means mostly about -30% to -49%;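 further: -100% = wells without enzyme as full effect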
#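 ADP-Glo luminescence measured ADP generated by PI4K2A enzyme (4 ug/mL before mixing) with 1.2 mM PI substrate (pre-mix) and 300 microM ATP (pre-mix). Tris pH7.5 buffer with MgCl2, Triton X-100; 1 h reaction at ambient temperature.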
# ERG Ets-DNA blk: qHTS for Small Molecule Inhibitors of the ERG Ets/DNA interaction; Potency, µM (doses to about 76.9 µM), for inactives: at the top dose FP activity, negative = inhibition, hits mostly inhibitors; hit rate 0.028% among 370,000; fluorescence polarization, His-ERG Ets domain / labelled DNA; Transcriptional regulator ERG (Homo sapiens), P11308; active means well fitted inhibition curve with a large enough effect in the polarisation, with a control signal flat; inconclusive means small, poorly fitted or top-dose-only effect, or effect the other way, or a change in a side signal; inactive means no such curve, though single readings can be large or run the other way; the % refers to the polarisation;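 further: polarization taken with two DNA probes labelled with fluorescein and Texas red; potency means the concentration at half of the fitted maximal effect; % of control where 0% means no effect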
#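 His-tagged ERG Ets domain (1 uM in the protein solution; 300mM KCl, 50mM Tris-HCl, 1mM EDTA, 1mM DTT, pH 7.5) received compound, then a probe mix of 5 nM fluorescein-DNA and 100nM Texas-615-DNA. Fluorescence polarization was read for both dyes.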
# JMJD2A Tudor inh: qHTS Assay for Inhibitors of JMJD2A-Tudor Domain; Lysine-specific demethylase 4A (Homo sapiens), O75164; AlphaScreen JMJD2A-Tudor / H3K4me3 peptide binding; Potency, µM (series often up to 114 µM), for inactives: top-dose activity change, negative = inhibition, actives largely listed as inhibitors; hit rate 4.4% among 390,000; AID 504339, 2011; further: potency means the concentration at half of the fitted maximal effect; on the % scale 0 is the no-effect control and ±100 the full control effect; nearly all actives have a fitted effect of over 50% in size
# Pin1 inh: qHTS Assay to Find Inhibitors of Pin1; Peptidyl-prolyl cis-trans isomerase NIMA-interacting 1 (Homo sapiens), Q13526; Pin1 FP peptide displacement, HiFluor488, 10 min; Potency, µM (top dose mostly 115 µM), for inactives: at the highest dose activity, negative = inhibition, usual class: inhibitors; hit rate 0.009% among 390,000; AID 504891, 2011; active means well fitted inhibition curve with a large enough effect in the polarisation, with a control signal flat, not every such curve was filed as active; inconclusive means small, poorly fitted or top-dose-only effect, or effect the other way, or a change in a side signal; inactive means no such curve, though single readings can be large or run the other way; the % refers to the polarisation; further: potency means the concentration at half of the fitted maximal effect; on the % scale 0 is the no-effect control and ±100 the full control effect
# HP1b binding inh: HTS for Inhibitors of HP1-beta Chromodomain Interactions with Methylated Histone Tails. AlphaScreen HP1-beta / biotin-H3K9me3 peptide binding. Potency, µM (titrated, usually from 114 µM), inactives show top-dose activity change, negative = inhibition, actives largely listed as inhibitors. hit rate 0.56% among 390,000. AID 540317, 2011; further: potency means the concentration at half of the fitted maximal effect; nearly all actives have a fitted effect of over 70% in size; inactives centre near 23
#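 HP1-beta protein (50 nM final) preincubated 30 min at room temperature with biotinylated H3(1-18)K9me3 peptide (50 nM) in PBS pH 7.4, 0.01% Tween-20, then compound added for 30 min. AlphaScreen streptavidin donor/nickel chelate acceptor beads (10 ug/mL final), 30 min dark, luminescence read.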
# Tb PGK inh: qHTS Assay to Find Inhibitors of Phosphoglycerate Kinase; Phosphoglycerate kinase, glycosomal (Trypanosoma brucei brucei), P07378; PGK/GAPDH coupled, Kinase-Glo luminescence, 60 min; Potency, µM (top dose mostly 57.5 µM), inactives show at the top dose activity change, negative = inhibition, usual class: inhibitors; hit rate 0.043% among 380,000; further: potency means the concentration at half of the fitted maximal effect; on the % scale 0 is the no-effect control and ±100 the full control effect; nearly all actives have a fitted effect of over 60% in size
#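 Luminescent ATP detection (Kinase-Glo Plus) follows a 60-minute room-temperature incubation, with wells lacking PGK as controls. Buffer: 100 mM TEA (pH 7.6), 5 mM MgCl2, 0.01% Tween-20. Coupling enzyme GAPDH (100 nM final) supplies unstable 1,3-BPG in-well.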
# * marks the source's active call; other numbers are inactive results; i = inactive; ? = inconclusive; . = not tested or not shown; [ ] = another dose, or the depositor's remark. Unless noted, the call rests on the fitted dose curve; in most records, active means well fitted curve in the direction sought with a large enough effect; inconclusive means small, poorly fitted or top-dose-only effect, or another doubt; inactive means no such curve, though single readings can be large; an effect the other way counts as inactive or inconclusive. Rows are unselected; any-hit rate near 11%.
SMILES,BAZ2B block,GLS inhibitor,G9a inh,PI4K2A inh,ERG Ets-DNA blk,JMJD2A Tudor inh,Pin1 inh,HP1b binding inh,Tb PGK inh
COc1cccc(CNC(=O)CN2C(=O)N(c3ccc(C)cc3C)S(=O)(=O)c3ccccc32)c1OC,-14%,-8%,0%[59 µM],-18,2%,-22%,5%,-7%,-8%
CCn1c(CN2CCCCC2)nc2cc(S(=O)(=O)N3CCCCC3)ccc21,-3%,4%,12%[2.33 µM],-2,-17%,-8%,2%,32%,-6%
CN1C(=O)CC(N2CCN(CC(N)=O)CC2)C1=O (stereo not drawn),-5%,5%,26%[2.33 µM],4,-9%,-2%[57.1 µM],-2%,35%[activator],-5%
COc1ccc(C(=O)Nc2nnc(Cc3ccc(OC)c(OC)c3)s2)cc1,29%,-6%,.,2,-1%,-25%,-3%,18%,i
NC(=NC1CCCCC1)NS(=O)(=O)c1ccccc1,-12%,-16%,-6%,-16,-29%,-2%,10%,21%,-12%
O=C(O)CCn1cc(/C=C/C(=O)c2ccc(Cl)cc2)c(-c2cccc(Br)c2)n1,?,?,-30%[12.7 µM],-1,-15%,?,.,-1%,-12%
CCC(CC)c1nnc(NC(=O)C2CC(=O)N(C3CCCC3)C2)s1 (stereo not drawn),3%,-11%,11µM*,6,7%,-4%,-7%,-13%,i
CCOC(=O)c1c(NC(=O)CS(=O)(=O)c2cn(CC)c3ccccc23)sc2c1CCCC2,-10%,8%,?,-1,2%,-18%,35%[activator],11%,-2%
N#Cc1ccc(CSc2nnc(-c3ccncc3)o2)cc1,-18%,13%,1%,-4,1%,-8%,-4%,30%,i
CC(NC(=O)c1cccc(N2CCCC2=O)c1)c1ccc2c(c1)OCCO2 (stereo not drawn),9%,-7%,-4%[59 µM],3,-3%,2%,-1%,18%,-5%
Cc1ccc(-c2cc(C(F)F)n3ncc(C(=O)Nc4c(C)nn(Cc5ccccc5Cl)c4C)c3n2)cc1,-5%,-13%,67%[activator][59 µM],-2,-3%,-10%[11.4 µM],-3%,-19%,-6%
COc1cccc2cc(C(=O)Nc3ccc(F)c(F)c3)c(=O)oc12,-2%,-2%,23%[59 µM],-6,4%,-1%,-10%,48%[activator],-7%
CCOC(=O)c1ccc(N2Cc3ccccc3C2)cc1O,2%,2%,?,-2,.,-27%,31%[activator],26%,0%
Nc1cc(=O)[nH]c(=O)n1CCc1ccccc1,7%,6%,.,-3,9%,-4%,-4%,25%,-7%
CCOC(=O)N1CCN(C(=O)c2ccc3c(=O)n4c(nc3c2)CCCCC4)CC1,1%,2%,-2%[59 µM],1,0%,-16%,-6%,9%,0%
Cc1cc(NS(=O)(=O)c2ccccc2)c(C)c(Cl)c1O,2%,8%,28µM*,-5,0%,?,-5%,?,-1%
O=C(CSc1nnc(-c2c[nH]c3ccccc23)o1)NCC1CCCO1 (stereo not drawn),9%,3%,14%[2.33 µM],-4,11%,-4%,7%,21%,-2%
COc1ccc(C2CC(c3ccc4ccccc4c3OC(C)=O)=NN2C(C)=O)cc1 (stereo not drawn),-23%,8%,-8%,0,5%,9%,-3%,-10%,7%
Cc1ccc(NC(=O)CCc2nc3cccnc3n2-c2ccccc2)cc1Cl,?,-12%,?,7,-6%,-25%,22%,-1%,i
CCC(C)(C)n1nnnc1C(c1cc2ccc(OC)cc2[nH]c1=O)N1CCc2ccccc21 (stereo not drawn),?,-4%,13µM*,1,-4%,?,19%,-22%,-5%
COc1ccc([C@@H]2CC=C(C(=O)O)CN2S(=O)(=O)c2ccc(Cl)cc2)cc1,-16%,16%,1%[2.33 µM],-1,7%,-6%,0%,53%[activator],-7%
Cc1csc(NC(=O)C(C)N2C(=O)c3ccccc3S2(=O)=O)n1 (stereo not drawn),-29%,-3%,?,9,-7%,-2%,1%,49%[activator],-2%
COC(=O)c1ccccc1NC(=O)COc1ccccc1,89%[activator],-5%,17%[59 µM],2,-11%,73%[activator],-2%,118%[activator],4%
Cc1ccccc1NS(=O)(=O)c1cc(C(=O)Nc2ccccc2-c2ccccc2)ccc1Cl,0%,9%,7%[59 µM],6,-5%,-13%,2%,31%,i
CC(=NNC(=S)Nc1cccc(C)c1)c1ccccn1,.,23%,.,-6,.,50µM*,4%,?,i

# The list goes on:
SMILES,BAZ2B block,GLS inhibitor,G9a inh,PI4K2A inh,ERG Ets-DNA blk,JMJD2A Tudor inh,Pin1 inh,HP1b binding inh,Tb PGK inh
CC(C)NC(=S)NCc1cccs1,-22%,2%,5%,4,-4%,-3%,-8%,28%,-3%
Cc1ccccc1OCC(=O)NN1Cc2ccccc2C1=N,-17%,6%,-37%,-4,-3%,0%[11.4 µM],2%,1%,3%
Cc1c(CCNC=O)cc(C)c2c3c(oc12)CCCC3,.,4%,.,0,.,-34%,0%,5%,0%
COC(=O)C1=C(C)NC2=C(C(=O)C(C(=O)OC)C(c3ccc(OC)cc3)C2)C1c1ccccn1 (stereo not drawn),-7%,20%,.,2,-10%,?,5%,37%,-5%
Cc1ccn2c(=O)c(C(=O)NC(C)c3ccccc3)c(O)nc2c1 (stereo not drawn),-15%,-3%,0%[59 µM],-1,-6%,4%,7%,21%,-2%
Cc1c(C(=O)N2CCCC2)oc2c1-c1nn(CC(=O)NCc3ccccc3Br)cc1CC2,-23%,4%,?,-11,-2%,-24%,-8%,16%,-7%
CCc1nnc(NC(=O)CSc2ccc(-c3cccs3)nn2)s1,2%,7%,-11%,-1,-4%,-7%,-6%,14%,i
CCOC(=O)c1cccc(NC(=O)CC2C(=O)N(c3ccc(OC)cc3)C(=O)N2C2CCCC2)c1 (stereo not drawn),-17%,-8%,-35%[59 µM],-5,0%,-25%,?,33%,-5%
CCCCCCN(C(=O)CCCN1C(=O)NC(c2ccc([N+](=O)[O-])cc2)C(C(=O)OCc2ccccc2)=C1C)C(C)C(=O)NCCCC (stereo not drawn),.,-4%,.,-3,11%,-27%,1%,24%,-3%
COc1ccc(C(=O)N2CCCC(C(=O)N3CCCCCC3)C2)cc1 (stereo not drawn),2%,-12%,1%,-4,-3%,-1%,-4%,17%,i
CCC1(COC(=O)Nc2cccc(Cl)c2)COC1,-4%,-12%,14%,-7,-5%,-3%[57.1 µM],-1%,81%[activator],-10%
COc1ccc(-c2nc3c4ccccc4ccn3c2CN2CCCCC2)cc1OC,?,5%,?,5,-4%,?,-5%,-19%,-6%
Oc1ccc(Cl)cc1Nc1nc(NCC2CCCO2)c2ccccc2n1 (stereo not drawn),.,10%,.,0,.,-22%,0%,25%,-5%
Cc1c(CCC(=O)N2CCC(C(=O)O)CC2)c(=O)oc2cc3oc4c(c3cc12)CCCC4,6%,5%,23%[12.7 µM],-1,5%,-23%,-7%,6%,-1%
CCCCn1c(N)c(N(CCOC)C(=O)c2cc3c(s2)CCCCC3)c(=O)[nH]c1=O,-10%,4%,-27%,1,6%,-14%,2%,6%,i
COc1ccc(C2CC(c3ccc([N+](=O)[O-])cc3)=NN2C(=O)c2ccccc2)cc1OC (stereo not drawn),-38%,-23%,1%,0,-2%,?,-8%,-14%,1%
CNC(=S)N/N=C/c1ccccc1Cl,-9%,27%,8%,-3,-4%,-17%,-4%,15%,-2%
CCCCn1c(N)c(N(CC)C(=O)c2ccc(-c3ccc(Cl)cc3)o2)c(=O)[nH]c1=O,4%,3%,14%[2.33 µM],1,0%,-2%,8%,.,-4%
CCOC(=O)CC1=NC(=O)CS1,15%,2%,13%,4,-3%,-1%,-2%,46%,-2%
CC(OC(=O)c1ccco1)C(=O)Nc1ncc(Cl)cc1Cl (stereo not drawn),3%,0%,6%[12.7 µM],-4,1%,-9%,-2%,27%,-9%
O=c1c2oc3ccccc3c2n(Cc2ccccc2Cl)c(=O)n1Cc1ccco1,-37%,14%,-42%[59 µM],0,-4%,-3%,13%,4%,-3%
CC1Oc2ccccc2N(CC(=O)NCc2cccs2)C1=O (stereo not drawn),4%,2%,3%[59 µM],-4,1%,11%,-1%,25%,0%
CN(C)c1ccc(CN(C)C2CCCCC2)cc1,?,-29%,50µM*,-3,.,-31%,-1%,1%,-1%
Cc1occc1C(=O)Nc1cccc(C(=O)O)c1,0%,-2%,1%[59 µM],-9,-8%,-14%,0%,8%,i
